sEH inhibitor: soluble epoxide hydrolase inhibitors, primary screen, biochemical, human sEH; Bifunctional epoxide hydrolase 2 (Homo sapiens), P34913; recombinant human sEH enzymatic activity assay; inhibition, % at 2 µM; 91,000 tested, 0.34% active; AID 707, 2007; in the data active = inhibition above about 80%; also: values of inactives mirror those of a sister screen read the other way; many of its hits are not listed in these tables
Target sequence (P34913 whole entry, looked up): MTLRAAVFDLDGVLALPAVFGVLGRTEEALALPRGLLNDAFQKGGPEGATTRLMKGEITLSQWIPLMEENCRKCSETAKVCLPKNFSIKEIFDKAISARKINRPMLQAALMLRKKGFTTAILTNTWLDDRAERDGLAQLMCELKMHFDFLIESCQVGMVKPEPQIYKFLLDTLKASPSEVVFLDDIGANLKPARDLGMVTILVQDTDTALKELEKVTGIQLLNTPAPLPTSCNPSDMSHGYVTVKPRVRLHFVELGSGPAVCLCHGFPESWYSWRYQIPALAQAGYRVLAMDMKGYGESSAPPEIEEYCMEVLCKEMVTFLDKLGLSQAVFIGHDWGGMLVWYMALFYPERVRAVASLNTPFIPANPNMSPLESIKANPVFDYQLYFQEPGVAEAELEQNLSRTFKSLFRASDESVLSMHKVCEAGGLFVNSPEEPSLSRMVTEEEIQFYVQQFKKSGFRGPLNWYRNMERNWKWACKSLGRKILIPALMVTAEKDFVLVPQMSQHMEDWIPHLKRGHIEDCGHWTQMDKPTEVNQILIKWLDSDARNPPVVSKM
HUVEC tox IL1B: cytotoxicity in IL-1B stimulated HUVEC, primary screen, cytotoxicity control for IL-1B NFkB translocation project, imaging, Hoechst nuclear count, IL-1B stimulus. 94,000 tested, 0.41% active. cell count reduction, % at 2 µM. HUVEC cell count loss. AID 845, 2007;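 active = cell count reduction more than 3 SD above the screen-wide mean, cut at about 70% in these data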;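 also: normalized per plate to untreated control cells as the no-loss baseline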
Calb biofilm kill: clotrimazole potentiators killing Candida biofilms, primary screen, with clotrimazole, Alamar Blue; 85,000 tested, 0.14% active; C. albicans biofilm + clotrimazole; inhibition, % at 6 µM; AID 834, 2007;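 active = inhibition above 20%; inactive = inhibition below 20%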;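 also: preformed 24 hr biofilms exposed to compound for 48 hr; 0% = biofilm without compound and 100% = blank killed by clotrimazole plus chlorhexidine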
F-actin modifier: modifiers of F-actin cytoskeleton organization, primary screen, imaging, HUVEC, phalloidin staining, high-content imaging | HUVEC TNFa F-actin phalloidin imaging | inhibition, % at 2 µM | 91,000 tested, 0.18% active | AID 836, 2007;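 active = inhibition above the batch mean plus 3 SD and confirmed as a hit by visual image inspection, cut at about 30% in these data, passing the limit was not always enough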; also: strong numbers were not always called active
VCAM1 TNFa inh: inhibitors of TNFa-induced VCAM1 expression, primary screen, imaging, HUVEC, TNFa stimulus, immunofluorescence; HUVEC TNFa-induced VCAM-1 immunofluorescence, high-content imaging; AID 802, 2007; 95,000 tested, 0.48% active; inhibition, % at 2 µM;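 active = inhibition above the batch mean plus 3 SD, with images confirmed as a hit by eye, cut at about 37% in these data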;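 also: 0% = TNF-stimulated DMSO wells and 100% = unstimulated control wells; not every result past the cut was called active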
ERb SRC1 inh: inhibitors of ERβ-SRC1 coactivator interaction, primary screen, biochemical, TR-FRET, ERβ LBD, SRC-1 peptide; Estrogen receptor beta (Homo sapiens), Q92731; TR-FRET ER-beta LBD / SRC1-Cy5 peptide binding; receptor agonist-loaded with 1 µM estradiol; inhibition, % at 25.6 µM; 86,000 tested, 1.3% active;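 active = compounds whose percent inhibition of the receptor-coactivator binding signal exceeds about 50% in the single-dose screen, limit read from the data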;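 also: 0% = receptor plus peptide wells without compound and 100% = peptide-only wells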
HUVEC tox TNFa: cytotoxicity in TNFa-stimulated HUVEC, primary screen, cytotoxicity control for VCAM1 expression modulator project, imaging, Hoechst nuclei count. HUVEC TNFalpha-stimulated, Hoechst cell count. cell count reduction, % at 2 µM. 93,000 tested, 0.17% active. AID 848, 2007;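 active = cell count reduction exceeding the screen mean by over 5 SD, scaled to untreated wells per plate, cut at about 78% in these data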;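 also: cells counted after 24 h of TNF alpha exposure following the 1 h pretreatment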
Smad3 FoxH1 inh: Smad3/FoxH1 peptide binding inhibitors, primary screen, biochemical, TR-FRET; Mothers against decapentaplegic homolog 3 (Homo sapiens), P84022; TR-FRET Smad3/Dy647-FoxH1 peptide binding, europium anti-His; inhibition, % at 25 µM; 88,000 tested, 0.29% active; AID 630, 2007;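 active = compounds that reduce the energy-transfer binding signal between the protein and its labelled peptide by more than half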;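 also: 0% = Smad3 plus labelled peptide maximal FRET and 100% = peptide-only background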
Target sequence (P84022 whole entry, looked up): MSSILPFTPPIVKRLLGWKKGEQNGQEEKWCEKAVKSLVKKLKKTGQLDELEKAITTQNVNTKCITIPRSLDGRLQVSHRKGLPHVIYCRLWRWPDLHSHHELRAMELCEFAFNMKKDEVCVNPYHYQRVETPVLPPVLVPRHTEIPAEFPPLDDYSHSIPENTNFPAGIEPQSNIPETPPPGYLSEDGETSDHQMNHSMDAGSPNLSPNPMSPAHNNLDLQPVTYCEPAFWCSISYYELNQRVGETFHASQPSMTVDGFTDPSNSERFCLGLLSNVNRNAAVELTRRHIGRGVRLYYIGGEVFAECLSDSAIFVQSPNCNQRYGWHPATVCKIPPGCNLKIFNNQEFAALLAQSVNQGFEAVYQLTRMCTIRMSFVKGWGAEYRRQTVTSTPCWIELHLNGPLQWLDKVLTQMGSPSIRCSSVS
sEH activator: soluble epoxide hydrolase activators, primary screen, biochemical, human sEH | AID 717, 2007 | 91,000 tested, 0.04% active | Bifunctional epoxide hydrolase 2 (Homo sapiens), P34913 | activation, % at 2 µM | purified human sEH enzymatic activity, activator screen; in the data active = activation above about 37%; also: values of inactives mirror those of a sister screen read the other way
* marks the source's active call; other numbers are inactive results; / = no result given; [ ] = another dose, or the depositor's remark. An excerpt, so the mix of outcomes need not match the whole.

# | canonical_smiles | ERb SRC1 inh | sEH inhibitor | HUVEC tox IL1B | VCAM1 TNFa inh | Calb biofilm kill | HUVEC tox TNFa | sEH activator | F-actin modifier | Smad3 FoxH1 inh
1 | C=C1[C@@H](C)C2[C@H](Cc3ccccc3)NC(=O)[C@]23OC(=O)CC[C@H](O)CCC[C@H](C)C/C=C/[C@H]3[C@@H]1O (some centres undefined) | -2 | / | / | / | 1 | / | / | / | 10
2 | N#CC1=C(N)OC2=C(C(=O)CCC2)C12CCN(C(=O)OCc1ccccc1)CC2 | -1 | / | / | / | 6 | / | / | / | 5
3 | COc1ccc(Cl)cc1NC(=O)C1CSC(c2ccncc2)=N1 (centres undefined) | 15[fluorescence artefact?] | / | / | / | 14 | / | / | / | -18
4 | O=C(Cn1nc(-c2ccc(Cl)cc2)ccc1=O)NCCCN1CCN(Cc2ccccc2)CC1 | 1 | / | / | / | 1 | / | / | / | 6
5 | CCOC(=O)c1cc2cc(F)ccc2nc1C | 8 | / | / | / | -3 | / | / | / | -9[fluorescence artefact?]
6 | COc1ccc(S(=O)(=O)N(CCc2ccccc2)CC(=O)NCCCO)cc1 | -2 | / | / | / | 11 | / | / | / | 1
7 | CCN(CC)C(=O)CSc1nc2ccccc2c(=O)n1CC1CCCCC1 | -3 | / | / | / | 3 | / | / | / | -3
8 | Cc1ccccc1S(=O)(=O)Cc1ccc(C(=O)N2CCN(C3CCCCC3)CC2)o1 | -7 | / | / | / | 4 | / | / | / | -3
9 | Cc1cc2nc(-c3ccc(NC(=O)c4cccnc4)cc3)oc2cc1C | 23[fluorescence artefact?] | / | / | / | 10 | / | / | / | 5
10 | CCOC(=O)c1c(N)sc2c1CCCC2 | -6 | / | / | / | 7 | / | / | / | 0

Taken from above.
compound 6 – Calb biofilm kill: 11
compound 8 – ERb SRC1 inh: -7
compound 1 – Calb biofilm kill: 1

(listing goes on)
# | canonical_smiles | ERb SRC1 inh | sEH inhibitor | HUVEC tox IL1B | VCAM1 TNFa inh | Calb biofilm kill | HUVEC tox TNFa | sEH activator | F-actin modifier | Smad3 FoxH1 inh
11 | CC12CCC(C(=O)N(c3ccccn3)c3ccccn3)(OC1=O)C2(C)C (centres undefined) | 22 | / | / | / | 4 | / | / | / | -12
12 | Cc1ccc2cc(CCNC(=O)CC(C)(C)C)c(=O)[nH]c2c1C | -5 | / | / | / | 10 | / | / | / | -4
13 | CC1=C(C(=O)OC2CCCCCC2)C(c2ccc(C)o2)C2=C(CCCC2=O)N1 (centres undefined) | 4 | / | / | / | 6 | / | / | / | -9
14 | CCn1c(SC(C)C(=O)O)nc2sc3c(c2c1=O)CCC3 (centres undefined) | 92*[fluorescence artefact?] | / | / | / | 2 | / | / | / | 13
15 | CN(C)c1ccc(C(=O)Nc2nnc(-c3ccc(Cl)cc3)o2)cc1 | 56*[fluorescence artefact?] | / | / | / | 17 | / | / | / | -57
16 | COC(=O)c1nn(-c2ccc(-c3ccccc3)cc2)cc1O | -14 | / | / | / | 2 | / | / | / | 2
17 | O=C(OCC(=O)c1ccc([N+](=O)[O-])cc1)/C(=C\c1ccc(Cl)cc1)NC(=O)c1ccccc1 | / | 4 | -26 | / | / | / | -3 | / | /
18 | CCOC(=O)c1c(C)nc(C)c(C(=O)OCC)c1-c1ccccc1 | / | -8 | -12 | / | / | / | 7 | / | /
19 | COc1cc(C)ccc1OCCOCCOc1c(C)cc(C)cc1Br | / | 1 | -3 | / | / | / | -2 | / | /
20 | Cc1ccccc1OCC(=O)O/N=C(\N)Cc1cccs1 | / | 11 | 14 | / | / | / | -10 | / | /
21 | Cc1ccc(C(=O)NCCSc2ccc(Cl)cc2)cc1[N+](=O)[O-] | / | 54 | -10 | / | / | / | -55 | / | /
22 | O=C(Oc1ccc(Br)cc1C(=O)/C=C/c1ccccc1F)c1ccco1 | / | 6 | 10 | / | / | / | -8 | / | /
23 | COc1ccccc1C/C(N)=N/OC(=O)COc1ccccc1C | / | -2 | 7 | / | / | / | 3 | / | /
24 | CCN(CC)CCNc1ccc(Cl)cc1[N+](=O)[O-] | / | 6 | -6 | / | / | / | -8 | / | /
25 | CNC(=S)NCc1ccc(Cl)cc1 | / | -4 | 0 | / | / | / | 2 | / | /
26 | Cc1cccc(OCC(=O)O/N=C(\N)c2ccc(Cl)cc2)c1 | / | -2 | 41 | / | / | / | 3 | / | /
27 | COc1ccc(OC)c(NC(=S)NCCC(c2ccccc2)c2ccccc2)c1 | / | 25 | 3 | / | / | / | -28 | / | /
28 | O=C(CN1CCc2ccccc2C1)Nc1ccccc1N1CCCCCC1 | / | 9 | -6 | / | / | / | -10 | / | /
29 | N#C/C(C(=O)NCc1ccccc1)=C1\SC(CCO)C(=O)N1c1ccccc1 (centres undefined) | / | -6 | 14 | / | / | / | 5 | / | /
30 | Cc1cc(C)cc(NC(=S)NCc2ccc3c(c2)OCO3)c1 | / | 9 | -1 | / | / | / | -12 | / | /

Excerpt: entries 25 to 27
# | canonical_smiles | ERb SRC1 inh | sEH inhibitor | HUVEC tox IL1B | VCAM1 TNFa inh | Calb biofilm kill | HUVEC tox TNFa | sEH activator | F-actin modifier | Smad3 FoxH1 inh
25 | CNC(=S)NCc1ccc(Cl)cc1 | / | -4 | 0 | / | / | / | 2 | / | /
26 | Cc1cccc(OCC(=O)O/N=C(\N)c2ccc(Cl)cc2)c1 | / | -2 | 41 | / | / | / | 3 | / | /
27 | COc1ccc(OC)c(NC(=S)NCCC(c2ccccc2)c2ccccc2)c1 | / | 25 | 3 | / | / | / | -28 | / | /

Given with one line to a screen: part of the list above.
21. Cc1ccc(C(=O)NCCSc2ccc(Cl)cc2)cc1[N+](=O)[O-]
22. O=C(Oc1ccc(Br)cc1C(=O)/C=C/c1ccccc1F)c1ccco1
23. COc1ccccc1C/C(N)=N/OC(=O)COc1ccccc1C
24. CCN(CC)CCNc1ccc(Cl)cc1[N+](=O)[O-]
25. CNC(=S)NCc1ccc(Cl)cc1
26. Cc1cccc(OCC(=O)O/N=C(\N)c2ccc(Cl)cc2)c1
27. COc1ccc(OC)c(NC(=S)NCCC(c2ccccc2)c2ccccc2)c1
Compound | 21 | 22 | 23 | 24 | 25 | 26 | 27
ERb SRC1 inh | / | / | / | / | / | / | /
sEH inhibitor | 54 | 6 | -2 | 6 | -4 | -2 | 25
HUVEC tox IL1B | -10 | 10 | 7 | -6 | 0 | 41 | 3
VCAM1 TNFa inh | / | / | / | / | / | / | /
Calb biofilm kill | / | / | / | / | / | / | /
HUVEC tox TNFa | / | / | / | / | / | / | /
sEH activator | -55 | -8 | 3 | -8 | 2 | 3 | -28
F-actin modifier | / | / | / | / | / | / | /
Smad3 FoxH1 inh | / | / | / | / | / | / | /

Next part:
# | canonical_smiles | ERb SRC1 inh | sEH inhibitor | HUVEC tox IL1B | VCAM1 TNFa inh | Calb biofilm kill | HUVEC tox TNFa | sEH activator | F-actin modifier | Smad3 FoxH1 inh
31 | CCc1ccc(CNC(=O)C(=O)NCCc2ccc(OC)c(OC)c2)cc1 | / | -2 | -28 | / | / | / | 2 | / | /
32 | Cc1cc(C)cc(Oc2coc3cc(OC(=O)c4cccs4)ccc3c2=O)c1 | / | 1 | -63 | / | / | / | 0 | / | /
33 | N#CC1=C(N)N(c2ccccc2)C(c2ccco2)C1(C#N)C#N (centres undefined) | / | 2 | -21 | / | / | / | -4 | / | /
34 | Cc1sc(-n2c(C)cc(/C=C3\SC(=S)NC3=O)c2C)c(C#N)c1C | / | 6 | -28 | / | / | / | -5 | / | /
35 | Cc1occc1C(=O)Nc1cccc(/C=C/C(=O)O)c1 | / | -1 | -10 | / | / | / | -2 | / | /
36 | CCOc1ccc(C(=O)NC(=S)Nc2ccccn2)cc1[N+](=O)[O-] | / | -10 | 11 | / | / | / | 8 | / | /
37 | Cc1c(Cc2ccccc2)sc(NC(=O)Cc2ccccc2)c1C(N)=O | / | 6 | -2 | / | / | / | -8 | / | /
38 | COc1ccc(-c2nnc(Sc3nc4ccccc4o3)c3ccccc23)cc1 | / | -6 | -51 | / | / | / | 7 | / | /
39 | COc1cccc(COc2ccc3c(C)c(Cc4ccccc4)c(=O)oc3c2)c1 | / | 10 | -10 | / | / | / | -11 | / | /
40 | CCc1cc(=O)oc2c(C)c(OS(C)(=O)=O)ccc12 | / | 10 | -4 | / | / | / | -12 | / | /
41 | COC(=O)c1cc(Br)ccc1NC(=O)Nc1ccc(C)cc1 | / | -16 | 7 | / | / | / | 12 | / | /
42 | COc1ccc(CCNC(=O)N2c3ccccc3Sc3ccccc32)cc1 | / | -3 | -29 | / | / | / | 2 | / | /
43 | O=c1c2cnn(-c3ccccc3)c2nc(-c2cccs2)n1-c1ccc(Br)cc1 | / | -9 | -7 | / | / | / | 10 | / | /
44 | CCOC(=O)C1=C(c2ccccc2)N=c2s/c(=C\c3cccc(O)c3)c(=O)n2C1c1cccs1 (centres undefined) | / | -11 | -17 | / | / | / | 12 | / | /
45 | CN(CC1COc2ccccc2O1)C(=S)Nc1ccccc1 (centres undefined) | / | -3 | -14 | / | / | / | 1 | / | /
46 | N#C/C(=C/C=C/c1ccccc1)C(=O)Nc1ccccc1 | / | 1 | 3 | / | / | / | -3 | / | /
47 | CCN(CC)S(=O)(=O)c1ccc(OC)c(NC(=O)c2cccc([N+](=O)[O-])c2C)c1 | / | 5 | -8 | / | / | / | -6 | / | /
48 | Cc1cccc(NC(=O)c2ccccc2NC(=O)C2CCCCC2)c1C | / | 4 | -119 | / | / | / | -3 | / | /
49 | COc1ccc(C(=O)c2ccc(Br)cc2)cc1 | / | -22 | 23 | / | / | / | 20 | / | /
50 | Cc1c(C(=O)N2CCC(C(N)=O)CC2)sc(N)c1C#N | / | / | / | 5 | / | -9 | / | 0 | /
51 | O=C(CN(Cc1ccccc1)S(=O)(=O)c1ccc2c(c1)OCCO2)Nc1ccc2c(c1)OCCO2 | / | / | / | 5 | / | -2 | / | -6 | /
52 | CCCc1noc2c1/C(=N\O)CC(CC(C)SCC)C2 (centres undefined) | / | / | / | 9 | / | 2 | / | -7 | /
53 | C=CCc1cccc(/C=N/c2nc3ccccc3n2CC)c1O | / | / | / | 6 | / | -2 | / | -3 | /
54 | Cc1ccc(-n2c(Cc3cccn3C)nnc2SCC(=O)Nc2ccc3c(c2)OCO3)cc1 | / | / | / | 4 | / | 4 | / | -6 | /
